Compound activity: PubChem BioAssay, Sanford-Burnham Center for Chemical Genomics
mIAP inh = mouse IAP inhibition | purified mouse IAP, CDP-Star luminescence, 30 min | inhibition, % at 10 µM | 330,000 tested, 0.2% active | AID 2806;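 active = inhibition of at least 40% at 10 µM in the primary screen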;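 note: plate controls were DMSO with enzyme for no effect and no enzyme wells for full effect; values of inactives mirror those of a sister screen read the other way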
MIN6 prolif = MIN6 beta-cell proliferation induction. MIN6 cells proliferation, ATPlite luminescence, 48 h; cells starved in 0.2% serum; 100% = growth in 10% serum. proliferation, % at 10 µM. 330,000 tested, 0.29% active;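 active = compounds whose signal lies at least 3.5 SD above the mean of all wells on their plate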;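 note: 0% = DMSO-treated cells in low-serum medium and 100% = 10% serum control; some compounds called inactive have numbers as strong as hits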
hIAP act = human IAP activation; P09923; purified human IAP, CDP-Star luminescence, 30 min; hits give high values; 1 = vehicle-only enzyme, 0 = enzyme-free background; activation factor at 10 µM; 330,000 tested, 0.16% active; AID 2524;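 active = activation factor of the enzyme at least 2-fold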; note: the source names both 10 and 20 µM as test concentration; values of inactives mirror those of a sister screen read the other way
Target sequence (P09923 whole entry, looked up): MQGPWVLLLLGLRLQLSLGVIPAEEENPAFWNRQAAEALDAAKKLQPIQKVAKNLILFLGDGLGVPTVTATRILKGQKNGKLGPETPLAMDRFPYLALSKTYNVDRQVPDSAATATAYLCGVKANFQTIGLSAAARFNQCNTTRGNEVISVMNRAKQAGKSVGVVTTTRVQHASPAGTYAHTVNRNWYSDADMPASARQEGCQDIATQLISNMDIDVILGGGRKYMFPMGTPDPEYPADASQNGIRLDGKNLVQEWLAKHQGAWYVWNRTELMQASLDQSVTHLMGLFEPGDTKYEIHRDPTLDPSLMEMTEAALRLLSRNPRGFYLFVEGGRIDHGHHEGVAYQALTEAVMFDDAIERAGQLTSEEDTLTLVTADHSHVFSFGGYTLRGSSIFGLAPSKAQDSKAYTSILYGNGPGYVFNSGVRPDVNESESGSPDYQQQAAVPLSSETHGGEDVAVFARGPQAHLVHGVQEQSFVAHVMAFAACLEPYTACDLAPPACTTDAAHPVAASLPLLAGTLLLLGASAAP
SENP1 FRET inh = blocks the human SENP1 SUMO protease catalytic domain; Q9P0U3; recombinant SENP1 catalytic domain, CyPet-SUMO1-YPet FRET cleavage; inhibition, % at 10 µM; 360,000 tested, 0.21% active;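 active = inhibition at least 30% at 10 µM, raw YFP signal under a set limit, fluorescence ratio 0.5 to 1.5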;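 note: 0% = enzyme with DMSO and 100% = no enzyme wells; some results filed as inactive read as strong as hits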
Target sequence (Q9P0U3 419-644 limits assumed): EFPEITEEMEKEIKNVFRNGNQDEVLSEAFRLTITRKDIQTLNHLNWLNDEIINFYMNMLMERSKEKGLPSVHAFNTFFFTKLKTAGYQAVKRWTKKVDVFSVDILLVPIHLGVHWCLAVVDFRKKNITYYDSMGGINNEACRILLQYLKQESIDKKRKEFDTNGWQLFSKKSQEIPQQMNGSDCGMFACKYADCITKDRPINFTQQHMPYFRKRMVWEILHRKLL
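Material – human SENP1 catalytic domain · Input – SENP1 enzyme, 20 pM final · Compound dosing – single concentration of 10 µM compound, 0.5% DMSO final · Timing – enzyme reaction for 50 min at room temperature, dark · Measured by – FRET fluorescence in CFP and YFP emission channels · Control set – no-enzyme wells low, DMSO-plus-enzyme wells high control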
mIAP act = increases mouse intestinal alkaline phosphatase activity; muIAP, CDP-Star luminescence, 30 min; hits give high values; 1 = vehicle-only enzyme signal, 0 = enzyme-free wells; activation factor at 10 µM; 330,000 tested, 0.24% active;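 active = activation factor of at least 2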; note: the source names both 10 and 20 µM as test concentration; values of inactives mirror those of a sister screen read the other way
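Assay system: mouse IAP enzyme / Compound: DMSO-dissolved test compounds / Timing: 30 min, room temperature / Measured by: luminescence from enzymatic CDP-Star hydrolysis / Control set: DMSO-only wells, enzyme-free buffer wells as negative control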
A3A deaminase = inhibitors of human APOBEC3A DNA deaminase; recombinant A3A, FAM/TAMRA ssDNA deamination fluorescence; inhibition, % at 20 µM; 330,000 tested, 0.41% active; AID 493011;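 active = at least 40% inhibition at 20 µM here, with at most 30% in a related deaminase screen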;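 note: plate controls were A3A with DMSO for no effect and wells lacking A3A enzyme for full effect; some results filed as inactive read as strong as hits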
Target sequence (P31941 whole entry, looked up): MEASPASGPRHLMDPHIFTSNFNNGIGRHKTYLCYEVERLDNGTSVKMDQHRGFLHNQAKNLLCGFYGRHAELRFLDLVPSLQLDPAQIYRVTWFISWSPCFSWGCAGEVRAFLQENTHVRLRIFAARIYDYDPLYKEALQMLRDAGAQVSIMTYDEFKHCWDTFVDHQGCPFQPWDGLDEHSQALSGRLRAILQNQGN
A3G deaminase = inhibitors of human APOBEC3G DNA deaminase; recombinant A3G, ssDNA deamination FAM/TAMRA fluorescence; inhibition, % at 20 µM; 330,000 tested, 0.28% active; AID 493012;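 active = inhibition of at least 40% at 20 µM, with no more than 30% in the related APOBEC3A deaminase screen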;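 note: plate controls were DMSO wells with A3G for no effect and wells lacking A3G enzyme for full effect; some compounds called inactive have numbers as strong as hits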
hIAP inh = human IAP inhibition. P09923. purified IAP, CDP-Star luminescence, 30 min. inhibition, % at 10 µM. 330,000 tested, 0.12% active. AID 2544;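 active = inhibition reaching a set limit with compound at 10 µM in the primary screen, cut at about 35% in these data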;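 note: plate controls were DMSO wells with enzyme for no effect and no-enzyme buffer wells for full effect; values of inactives mirror those of a sister screen read the other way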
NLRP3 yeast inh = inhibitors of NALP3 inflammasome in yeast; Yeast reconstituted NLRP3/ASC/caspase-1, beta-gal luminescence, 24 h; inhibition, % at 10 µM; 330,000 tested, 0.39% active;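 active = inhibition of 50% or more; inactive = inhibition below 50%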;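 note: plate controls were induced DMSO wells for no effect and uninduced yeast grown without galactose for full effect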
The depositor's hits bear a star; . = not tested or not shown.

Each structure is followed by: mIAP inh | MIN6 prolif | hIAP act | SENP1 FRET inh | mIAP act | A3A deaminase | A3G deaminase | hIAP inh | NLRP3 yeast inh
> Cc1ccc(NC(=O)c2cc(NC(=O)C3CC=CCC3C(=O)O)ccc2N2CCOCC2)cc1 (stereo not given)
→ -7 | 2 | 1.1 | 1 | 1.1 | -2 | -5 | -10 | -3
> CC(CN1CCOCC1)C(=O)c1ccccc1 (stereo not given)
→ 9 | -2 | 0.89 | -1 | 0.91 | -5 | -5 | 11 | -3
> COCCn1c(C)cc(C(=O)COC(=O)CNC(=O)c2ccccc2)c1C
→ -2 | -3 | 1.2 | 1 | 1 | 2 | -4 | -19 | 11
> Cc1ccc(N(CC(=O)NCc2ccc(F)cc2)S(=O)(=O)c2c(C)n[nH]c2C)cc1
→ -3 | -1 | 1.2 | 2 | 1 | 1 | 7 | -24 | 12
> COc1ccc(/C(C)=N/Nc2nccnc2Cl)cc1
→ 2 | 0 | 1 | 1 | 0.98 | -2 | -7 | -4 | 26
> CC1CCN(c2c(NCc3ccc(C(=O)NCC4COc5ccccc5O4)cc3)c(=O)c2=O)CC1 (stereo not given)
→ -17 | -2 | 1.1 | 4 | 1.2 | -2 | -5 | -12 | 17
> COc1ccccc1CNC(=O)c1oc2ccc(S(=O)(=O)N3CCOCC3)cc2c1C
→ 3 | 0 | 0.88 | 2 | 0.97 | -2 | -9 | 12 | 2
> O=C1c2ccccc2C(=O)N1CCn1nc(Cl)nc1Cl
→ -2 | -1 | 0.9 | 2 | 1 | -3 | -2 | 10 | 12
> O=C(O)c1ccccc1NCc1cccs1
→ 7 | -2 | 1.1 | 0 | 0.93 | -6 | -7 | -12 | 1
> CCCCn1c(N)c(N(CCC(C)C)C(=O)COC(=O)c2ccccc2)c(=O)[nH]c1=O
→ -14 | -6 | 0.95 | -5 | 1.1 | -5 | -17 | 5 | -4

2 of the compounds above, with tabs:
molecule	mIAP inh	MIN6 prolif	hIAP act	SENP1 FRET inh	mIAP act	A3A deaminase	A3G deaminase	hIAP inh	NLRP3 yeast inh
CC1CCN(c2c(NCc3ccc(C(=O)NCC4COc5ccccc5O4)cc3)c(=O)c2=O)CC1 (stereo not given)	-17	-2	1.1	4	1.2	-2	-5	-12	17
COCCn1c(C)cc(C(=O)COC(=O)CNC(=O)c2ccccc2)c1C	-2	-3	1.2	1	1	2	-4	-19	11

Next part:
Each structure is followed by: mIAP inh | MIN6 prolif | hIAP act | SENP1 FRET inh | mIAP act | A3A deaminase | A3G deaminase | hIAP inh | NLRP3 yeast inh
> CC(=O)Nc1ccc(NS(=O)(=O)c2cc(Cl)ccc2Cl)cc1
→ 6 | -2 | 1 | -3 | 0.94 | -1 | -3 | -2 | 1
> CC(C)Oc1ccc(N2CC(C(=O)NC3=NCCS3)CC2=O)cc1 (stereo not given)
→ -2 | 1 | 0.89 | 3 | 1 | -1 | -2 | 11 | 3
> NC(=O)c1c(NC(=O)c2cccc(N3C(=O)CCC3=O)c2)sc2c1CCCCC2
→ 14 | -7 | 1 | -3 | 0.86 | -2 | -6 | -2 | 16
> Cc1ccc(C)c(N(CC(=O)N/N=C/c2ccc(-c3ccc([N+](=O)[O-])cc3)o2)S(=O)(=O)c2ccccc2)c1
→ 17 | -1 | 0.76 | -29 | 0.83 | -2 | -5 | 24 | 35
> Nc1ccccc1SCC(=O)Nc1ccc2c(c1)OCCO2
→ -2 | -6 | 1 | -5 | 1 | 0 | -5 | -3 | 26
> O=C(CN1C(=O)c2ccccc2C1=O)Nc1cc(C(=O)O)cc(C(=O)O)c1
→ 0 | -2 | 0.87 | 2 | 1 | 1 | -5 | 13 | 12
> COc1ccc(Cc2nc(=S)[nH][nH]2)cc1Br
→ 15 | -2 | 1.2 | 1 | 0.85 | -5 | 27 | -17 | 5
> CCC(=O)Nc1ccc(S(=O)(=O)Nc2ccccn2)cc1
→ 1 | -1 | 1 | 0 | 0.99 | -2 | -3 | 0 | 4
> Nn1c(SCC(=O)Nc2ccc(S(N)(=O)=O)cc2)nnc1-c1ccco1
→ 10 | -5 | 0.9 | 1 | 0.9 | -3 | -4 | 10 | 8
> Cc1nnsc1C(=O)N1CCCC(N2CCN(c3ccc(F)cc3)CC2)C1 (stereo not given)
→ 0 | -1 | 1.3 | 0 | 1 | 0 | -9 | -25 | 23
> Cc1cc2ncn(C(=O)N3CCCCCC3)c2cc1C
→ 26 | 0 | 1.1 | 2 | 0.74 | 5 | -3 | -8 | 19
> O=C(CC1(O)C(=O)Nc2ccccc21)c1cccc(-n2cccc2)c1 (stereo not given)
→ 0 | 0 | 0.89 | 0 | 1 | 0 | -1 | 11 | 12
> COc1ccc(-c2noc(CCC(=O)NCCc3ccccc3)n2)cc1
→ 3 | -2 | 1.1 | 2 | 0.97 | -4 | -11 | -7 | 18
> COc1ccc(C2NC(=O)N(CCCC(=O)O)C(C)=C2C(=O)OCc2ccccc2)cc1 (stereo not given)
→ 0 | -1 | 0.94 | . | 0.99 | -6 | -7 | 6 | -1
> Cc1cccc2c(N=O)c(O)[nH]c12
→ 0 | 0 | 0.94 | -2 | 1 | -3 | -3 | 6 | 9
> CSc1nc2c(c(=O)[nH]1)C(c1cccc(Cl)c1)CC(=O)N2 (stereo not given)
→ 0 | 0 | 1.1 | 4 | 1 | -1 | -4 | -8 | 0
> Cc1onc(-c2c(Cl)cccc2Cl)c1C(=O)ONC(=O)c1ccccc1
→ 0 | -4 | 0.97 | 5 | 1 | -1 | -3 | 3 | 5
> Cc1ccc(NC(=O)CCc2nc3sc4c(c3c(=O)[nH]2)CCCC4)nc1
→ 13 | 4 | 1.1 | -36 | 0.87 | 15 | 12 | -12 | 6
> COc1ccc(CNC(=O)c2ccc(Cl)c(S(=O)(=O)N3CCOCC3)c2)cc1OC
→ -2 | -1 | 0.94 | -2 | 1 | 1 | -7 | 6 | 11
> COc1cccc2c1Oc1ncccc1N(C(=O)CCC(=O)NCc1cccc(C)c1)C2
→ 3 | -2 | 0.97 | 2 | 0.97 | -2 | -7 | 3 | -1
> Cc1ccc(NC(=O)CN2CCOCC2)cc1C
→ -5 | -1 | 1.3 | 0 | 1.1 | 0 | -2 | -31 | 7
> CN1CCc2c(OCc3ccc(F)cc3)cccc2C1=O
→ -3 | -2 | 0.92 | 3 | 1 | -4 | -2 | 8 | 21
> CCOP(=O)(/C(C#N)=C(/O)c1ccccc1)c1ccccc1 (stereo not given)
→ 1 | 0 | 1.3 | 0 | 0.99 | -2 | -5 | -26 | 5
> COc1ccc(OCCSc2nnc(Cc3cccc4ccccc34)n2N)cc1
→ -11 | -3 | 0.98 | 2 | 1.1 | 0 | -9 | 2 | 6
> O=C(Cc1ccc(S(=O)(=O)N2CCOCC2)s1)NCCC(c1ccccc1)c1ccccc1
→ -32 | -4 | 1.2 | -1 | 1.3 | 16 | -2 | -24 | 8
> COCCCn1c(=O)c2ccccc2n(CC(=O)NCCC2=CCCCC2)c1=O
→ 6 | -2 | 0.95 | 1 | 0.94 | -3 | -7 | 5 | 12
> O=C(O)c1ccc(/C=N/NC(=O)c2ccc3c(c2)OCCO3)cc1
→ -1 | -3 | 1 | 0 | 1 | 5 | 18 | -2 | 0
> CC(=O)c1ccc(N2CCN(C(=O)c3cc4c(-c5ccccc5F)nn(C)c4s3)CC2)cc1
→ 14 | -5 | 1.2 | 0 | 0.86 | 1 | -1 | -16 | 7
> CCCS(=O)(=O)N1CCN(CCCc2ccccc2)CC1
→ 4 | -3 | 1.1 | 1 | 0.96 | 0 | -2 | -11 | 15
> CN(C(=O)COc1ccccc1C(=O)NCCOc1ccccc1)c1ccccc1
→ 4 | -3 | 1.2 | 2 | 0.96 | -2 | -3 | -20 | -10
> O=S(=O)(N1CCCCC1)N1CCN(c2ccc(F)cc2)CC1
→ -11 | -3 | 0.99 | 2 | 1.1 | -3 | -2 | 1 | 1
> CCCOc1cccc(NC(=O)c2cc(C)oc2C)c1
→ -10 | -1 | 0.98 | -1 | 1.1 | 4 | -2 | 2 | 16
> Cc1ccc2cc(CCNC(=O)c3cccc([N+](=O)[O-])c3)c(=O)[nH]c2c1
→ 17 | -1 | 1 | 1 | 0.83 | -1 | -6 | -4 | 14
> O=C(COC(=O)c1ccc(S(=O)(=O)N2CCCC2)cc1)Nc1cccc(Br)c1
→ -8 | -4 | 1 | -1 | 1.1 | 0 | -3 | -2 | 33
> CCC1(c2ccccc2)NC(=O)N(CC(=O)NCCN2C(=O)S/C(=C\c3cccnc3)C2=O)C1=O (stereo not given)
→ -5 | -5 | 1.1 | 0 | 1.1 | 27 | 5 | -5 | 17
> NS(=O)(=O)c1ccc(CCNC(=O)c2cc(-c3ccccc3)nc3ccccc23)cc1
→ 4 | 0 | 1 | 0 | 0.96 | -4 | -10 | -1 | 21
> CC(=O)Oc1ccc(N2C(=O)C3C(C2=O)C2C=CC3C23CC3)cc1[N+](=O)[O-] (stereo not given)
→ -5 | -1 | 1 | 2 | 1.1 | 4 | 4 | -1 | 11
> COc1ccc(-n2ncc3c2CC(C)(C)CC3NC(=O)CCn2nc(C)cc2C)cc1 (stereo not given)
→ 1 | 0 | 1.1 | 0 | 0.99 | -3 | 3 | -15 | 10
> CCc1cccc(C)c1N1C(=O)CC(C)(C)CC1=O
→ -5 | -1 | 1.1 | 0 | 1 | -2 | -5 | -6 | 2
> C=CCc1ccc(OCCN2CCc3ccccc3C2)c(OC)c1
→ -10 | -2 | 1.2 | -6 | 1.1 | -4 | -7 | -25 | 48
> OC(COc1ccc2c(c1)OCO2)CN1CCCCC1 (stereo not given)
→ -7 | -1 | 1.1 | 0 | 1.1 | 0 | -6 | -11 | -5
> Cc1cc2ccccc2cc1CN1CCOCC1
→ -1 | -3 | 0.93 | 1 | 1 | 16 | -5 | 7 | 10
> COc1ccc(/C=C/C(=O)Nc2nonc2NC(C)=O)cc1
→ -2 | -4 | 1.3 | 3 | 1 | 5 | -3 | -34 | -3
> O=C1CCCN1CC(O)CS(=O)(=O)c1ccccc1 (stereo not given)
→ 7 | 1 | 0.97 | 0 | 0.93 | 1 | -8 | 3 | 13
> N=C1/C(=C\c2ccc(-c3cc(Cl)cc(Cl)c3)o2)C(=O)N=C2SC=C(c3ccccc3)N12
→ 19 | 0 | 1.2 | 18 | 0.81 | -4 | -9 | -21 | 16
> O=C(NC1CCCCNC1=O)c1ccccc1 (stereo not given)
→ 0 | 0 | 0.92 | 1 | 1 | -1 | -2 | 8 | 24
> COc1cc2c3c(c1)C(C)=CC(C)(C)N3C(=O)C2=O
→ 10 | -7 | 0.99 | -12 | 0.9 | -5 | -10 | 1 | 18
> COc1cc(/C=N/NC(=O)c2sc3nc(C)cc(C)c3c2N)ccc1O
→ 10 | -2 | 1 | -40 | 0.9 | -5 | -6 | 0 | -6
> CCCCC1=CC2=CC(=O)C(C)(OC(=O)CC)C(=O)C2=CN1Cc1ccc(OC)cc1 (stereo not given)
→ -7 | -1 | 0.98 | -47 | 1.1 | -4 | -8 | 2 | 9
> CC(C)NC(=S)N=Nc1c(O)[nH]c2ccc([N+](=O)[O-])cc12
→ 16 | -4 | 1.8 | 1 | 0.84 | -2 | -13 | -80 | 24
> CN(Cc1ccccc1)c1nc(-c2ccc([N+](=O)[O-])cc2)nc2ccccc12
→ 8 | 1 | 0.97 | 3 | 0.92 | -2 | -4 | 3 | 20

An excerpt. The share of hits here may be higher or lower than overall.
